Bioassay records from PubChem BioAssay.
MC4R antagonist – human MC4R antagonism in cAMP assay; MC4R-expressing cells, MTII-stimulated cAMP, LANCE TR-FRET; inhibition, % at 6.5 µM; hit rate 0.48% among 360,000; AID 540295;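 active = inhibition above its plate's cutoff, the mean of tested wells on that plate plus 3 SD, cut at about 29% in these data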;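 note: 0% = Melanotan II alone and 100% = Melanotan II plus saturating MCL0020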
Target sequence (P32245 whole entry, looked up): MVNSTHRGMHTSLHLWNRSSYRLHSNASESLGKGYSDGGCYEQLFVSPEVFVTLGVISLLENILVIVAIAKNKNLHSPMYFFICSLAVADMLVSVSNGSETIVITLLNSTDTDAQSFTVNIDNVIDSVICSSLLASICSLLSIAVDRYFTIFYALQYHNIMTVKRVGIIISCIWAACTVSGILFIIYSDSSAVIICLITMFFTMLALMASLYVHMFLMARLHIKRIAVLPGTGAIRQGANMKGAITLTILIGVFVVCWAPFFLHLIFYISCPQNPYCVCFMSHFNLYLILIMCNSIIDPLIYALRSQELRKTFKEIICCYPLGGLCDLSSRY
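Test system: U2OS cells stably expressing human melanocortin 4 receptor (MC4R); also added: Melanotan II challenge; compound: 6.5 µM single dose; timing: 30-min compound preincubation, 1-h Melanotan II challenge, 1-h detection, room temperature; signal: Eu-cAMP/anti-cAMP TR-FRET, emission 671 nm; repeats: one well per compound, no replicates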
PDI turbidity – PDI (human) enzyme inhibition | hit rate 0.052% among 350,000 | P07237 | PDI insulin aggregation turbidity, A650, 90 min | inhibition, % at 10 µM;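 active = mean inhibition across replicates of 30% or more, whatever share of single replicates reach that level; inconclusive = mean inhibition below 30% while every single replicate reaches 30%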;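 note: absorbance from insulin aggregation driven by PDI reduction with DTT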
m5-HT2A agonist – agonists of mouse serotonin 5-HT2A receptor (HTR2A) | P35363 | CHO-K1 mHTR2A beta-arrestin complementation, luminescence; percent of 30 µM serotonin response | activation, % at 7.6 µM | hit rate 0.66% among 360,000;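 active = activation above a run cutoff, the mean activation of all tested compounds plus 3 SD, cut at about 14% in these data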;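 note: 0% = plate median of compound wells and 100% = 30 µM serotonin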
Target sequence (P35363 whole entry, looked up): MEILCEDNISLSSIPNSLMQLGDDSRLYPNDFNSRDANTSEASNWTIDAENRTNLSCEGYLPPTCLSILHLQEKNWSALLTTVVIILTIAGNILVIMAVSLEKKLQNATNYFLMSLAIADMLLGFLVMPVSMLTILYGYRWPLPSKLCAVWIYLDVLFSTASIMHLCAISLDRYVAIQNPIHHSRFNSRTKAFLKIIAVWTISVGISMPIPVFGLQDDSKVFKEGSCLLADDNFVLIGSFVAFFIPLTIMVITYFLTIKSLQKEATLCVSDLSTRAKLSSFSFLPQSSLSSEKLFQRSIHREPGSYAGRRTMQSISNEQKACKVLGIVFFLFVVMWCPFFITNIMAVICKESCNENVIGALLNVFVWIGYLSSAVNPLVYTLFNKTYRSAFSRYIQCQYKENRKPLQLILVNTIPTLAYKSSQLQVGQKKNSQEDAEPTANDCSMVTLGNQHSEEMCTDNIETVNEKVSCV
Cardio protect – protects H9c2 cardiomyocytes from peroxide injury | H2O2 injury protection, ATPLite, 2 h | protection from H2O2 cell death, % at 20 µM | hit rate 0.63% among 360,000;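 active = compounds giving at least 50% protection of heart cells from peroxide-induced death in the single-dose screen, raw or plate-pattern-corrected value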;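 note: 0% = DMSO wells with peroxide and 100% = DMSO wells without peroxide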
ABCB6 inh 2 – blocks the human ABCB6 transporter; Q9NP58; K562-ABCB6 porphyrin accumulation, flow cytometry, 1 h; hits give low values; fluorescence ratio to DMSO, % at 10 µM; hit rate 0.19% among 360,000;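 active = fluorescence ratio to DMSO below 75%, the collection mean minus 3 SD; inconclusive = too few cells collected in the well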;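 note: signal is porphyrin accumulated inside mitochondria; 100% equals median channel fluorescence of DMSO control wells; lower ratio means ABCB6 inhibition with less porphyrin fluorescence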
Vif imaging – blocks HIV Vif function; HEK293T cells, Vif self-association by quenched fluorescence, imaging, 24 h; hit rate 0.35% among 340,000; inhibition, % at 7.49 µM; in the data active = inhibition above about 50%, passing the limit was not always enough; inconclusive = no clear call, values can overlap the other calls; inactive = below about 31%; note: some results filed as inactive read as strong as hits
CaV13 FRET inh – Disruptors of the CACNA1D IQ motif to Ca2+-dependent inactivation inhibitor domain association, primary screening, Förster resonance energy transfer in intact living …; inhibition, % at 12.3 µM; HEK cells, CFP/YFP FRET ICDI-IQ, plate reader, 10 min; percent FRET-ratio fall versus neutral wells; hit rate 0.098% among 340,000; AID 743397;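 active = mean replicate inhibition of at least 30% and at least 1% of replicates passing that level; inconclusive = only one of the two criteria is met; inactive = neither criterion is met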;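 note: 0% = median of the neutral control wells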
Glyco luc inh – blocks N-linked glycosylation in D54 reporter cells | D54 ERlucT glycosylation luciferase reporter, 24 h; percent of 100 nM tunicamycin response | hit rate 0.23% among 360,000 | AID 588692 | reporter increase, % at 12.5 µM;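 active = mean luciferase reporter signal, scaled so untreated is 0 and the glycosylation-blocking control 100, at or above a set limit in every replicate; inconclusive = mean reaches the limit but not every replicate does; inactive = mean below the limit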;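 note: luciferase carries N-glycosylation sites so blocking glycosylation raises the light; 0% = median of neutral control wells and 100% = median of 100 nM tunicamycin wells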
aDG glyco up – alpha-DG glycosylation activation. Pro5-aDG cells, alpha-DG glycosylation AlphaScreen (IIH6); 0% Pro5, 100% B10-LARGE cell signal. activation, % at 10 µM. hit rate 0.22% among 360,000. AID 624168;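 active = activation of at least 8% versus controls, or a plate z-score of at least 8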;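 note: Pro5 are CHO cells carrying HIG-tagged alpha-DG that lacks glycosylation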
MC4R barr agon – agonists of human melanocortin 4 receptor (MC4R) beta-arrestin; P32245; U2OS MC4R beta-arrestin complementation, luminescence; percent of melanotan II response, DMSO zero; activation, % at 8.9 µM; hit rate 0.98% among 360,000; AID 540308;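 active = activation above a per-plate cutoff, the mean activation of sample wells on that plate plus 3 SD, cut at about 8% in these data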
* hit, by the source's call; ? = inconclusive; . = not tested or not shown.

SMILES	MC4R antagonist	PDI turbidity	m5-HT2A agonist	Cardio protect	ABCB6 inh 2	Vif imaging	CaV13 FRET inh	Glyco luc inh	aDG glyco up	MC4R barr agon
Cc1ccc(C2=NN(CC(=O)O)C(=O)CC2)cc1	-2.1	0.7	0.2	1.1	98.0	27.1	-17.0	1.3	0.2	-0.7
CC(=O)c1ccc(OCC(=O)OCC(=O)N(CC(C)C)c2c(N)n(Cc3ccccc3)c(=O)[nH]c2=O)cc1	3.9	1.7	6.7	2.2	100.0	-3.4	-4.9	2.4	-0.3	-3.3
CN(C)C(=S)Nc1cccc(F)c1	2.3	0.8	0.2	8.4	101.0	-3.6	-5.2	0.2	0.0	-1.1
CCCC(=O)N1CCCC(c2nc(-c3cccs3)no2)C1 (stereo unspecified)	0.6	-9.9	-0.6	0.3	89.0	.	-2.3	-0.3	0.4	-0.8
O=C(CNCc1ccc(Cl)cc1)Nc1ccc2c(c1)OCCO2	-0.7	-3.1	-1.7	-11.7	94.0	10.3	-4.9	-0.7	0.4	-4.2
CCC(CCCO)CCC[C@H](C)CCC1OCCO1 (stereo partly specified)	14.4	-2.6	-1.4	-5.0	106.0	6.8	-6.9	-0.8	0.5	1.9
COc1ccc2cc(C3=CCCCC3)ncc2c1	1.1	-1.0	-4.1	-8.7	104.0	-6.1	-8.8	-12.0	0.0	1.5
CC1=NN(C(N)=S)C(=O)C1N=Nc1ccccc1C (stereo unspecified)	13.8	11.6	4.2	-2.1	97.0	-0.1	-6.6	0.0	-0.3	1.7
COc1ccc(Cn2cc(F)c(=O)n(C)c2=O)cc1[N+](=O)[O-]	13.2	-3.2	1.3	38.6	98.0	-1.0	-4.1	1.9	0.1	-1.2
Cc1csc(NC(C)c2nc3cc(C(F)(F)F)ccc3n2CCOCCO)n1 (stereo unspecified)	3.8	-8.1	-5.2	4.6	84.0	-5.7	-8.2	2.1	-0.2	-1.4
CCCC(CCC)c1nc2ccncc2[nH]1	8.8	-3.7	-2.5	-5.2	105.0	-6.3	-5.5	0.0	0.8	-2.5
O=Cc1cn(CC(=O)NCC2CCCO2)c2ccccc12 (stereo unspecified)	11.3	0.9	0.1	2.7	100.0	8.6	.	-1.2	0.2	-0.1
O=C(O)CCC(=O)NN1C(=O)c2ccccc2NC1c1ccc(F)cc1 (stereo unspecified)	22.4	-1.6	1.5	-6.1	96.0	17.5	-1.9	0.7	0.1	0.2
CC(C)Cn1c(N)c(C(=O)COC(=O)c2cccc(Cl)c2)c(=O)n(C)c1=O	8.7	4.8	5.1	-6.9	96.0	2.1	-6.6	0.3	4.4	1.5
Cc1nnc(SCC(=O)NCc2ccccc2Cl)n(N)c1=O	0.3	5.1	-0.2	-2.3	97.0	-3.2	-2.8	-1.3	-0.2	-0.6
Cc1ccc(NC(=O)COC(=O)CCc2nc3ccccc3c(=O)[nH]2)cc1Cl	14.3	0.6	1.6	37.5	95.0	2.0	9.6	1.9	-0.2	-0.3
C(=N\n1cnnc1)/c1ccc(OCc2ccccc2)cc1	3.2	-3.6	-4.2	0.2	100.0	.	-8.2	0.8	0.5	0.2
S=C(NCc1ccccn1)Nc1ccccc1	6.8	-14.5	3.2	4.6	93.0	1.0	-1.1	-0.5	0.1	-1.2
COc1ccc(/C=C2/C(=O)OCc3cc(OC)c(OC)cc32)cc1	-21.4	-0.6	-4.6	13.2	65.0*	-2.2	-5.5	3.8	-0.1	-3.4
O=C(CN1CCN(S(=O)(=O)c2ccc3ccccc3c2)CC1)NC(=O)NC1CCCCC1	12.4	4.9	-1.8	-18.0	103.0	-2.2	.	-1.7	0.3	4.7
Cc1ccc(/C=N\Nc2nc3ccc(Cl)cc3[nH]2)o1	5.7	-3.3	0.1	-11.1	92.0	-7.8	-4.1	-2.1	0.8	-2.0
O=C(COC(=O)CCNS(=O)(=O)c1ccccc1)NC1CC1	0.2	-3.5	2.5	2.9	104.0	0.4	-5.4	0.7	0.1	-1.4
O=C(N/N=C/c1ccccc1)c1[nH]c2ccc(Br)cc2c1-c1ccccc1	-27.2	-13.7	0.4	-6.5	99.0	.	-17.1	0.2	-0.3	-3.0
COC1=CC2(O)CCCC2=CC1=O (stereo unspecified)	-2.2	-0.8	7.4	9.2	107.0	25.0	-4.9	6.1	0.2	-0.4
Cc1cccc(NC(=S)NC2CC3CCCC(C2)N3CC(C)C)c1C (stereo unspecified)	5.6	4.1	-4.5	4.1	103.0	-0.5	-3.9	-1.1	0.4	0.0
Other results follow.
SMILES	MC4R antagonist	PDI turbidity	m5-HT2A agonist	Cardio protect	ABCB6 inh 2	Vif imaging	CaV13 FRET inh	Glyco luc inh	aDG glyco up	MC4R barr agon
COc1cc(CN(C(=S)NCC(=O)N2CCCC2)C2CCCC2)cc(OC)c1OC	-2.5	-1.5	-0.2	-2.1	94.0	-14.4	-3.5	-0.9	0.0	-2.9
Cc1ccc(S(=O)(=O)NCCc2nnc3ccc(N4CCOCC4)nn23)cc1	0.2	3.5	-3.5	3.1	98.0	-0.6	16.4	2.7	-0.3	1.6
COCCn1nnnc1C(c1ccc(C)cc1)N1CCN(Cc2ccc3c(c2)OCO3)CC1 (stereo unspecified)	6.2	-6.2	-7.9	-4.4	101.0	-0.6	1.0	-2.0	-0.1	0.3
CC1(C(=O)NCCN2CCOCC2)C=CC2(CCCCC2)N1C(=O)c1ccccc1 (stereo unspecified)	0.8	1.1	-6.0	10.5	94.0	2.2	-10.0	-0.2	0.0	0.2
Oc1nc(-c2ccc(Br)cc2)n2ccncc12	-16.0	4.4	-0.9	-1.3	103.0	-3.2	-19.5	-1.0	-0.4	-1.8
Cc1cccc(C(=O)OCC(=O)N2CCCCCC2)c1O	0.1	?	2.0	-7.4	104.0	-3.9	-2.9	0.4	-0.1	1.3
CCOCC(=O)Nc1cc(S(=O)(=O)N2CCOCC2)ccc1N1CCCCC1	12.2	-9.4	0.1	-6.4	96.0	-1.7	-6.1	-0.2	1.4	0.2
CC(C)c1ccc(NC2CCCN(C(=O)c3cccc4nccnc34)C2)cc1 (stereo unspecified)	-3.3	-4.7	6.2	-5.3	99.0	4.9	-14.8	1.6	2.4	-1.4
CCOC(=O)C1CCCN(C(=O)c2ccc(Cl)cc2)C1 (stereo unspecified)	9.1	0.4	5.2	1.3	99.0	2.3	-3.4	2.8	-0.2	2.9
COc1ccc(C=CC(=O)c2ccc(OC)c(OC)c2)cc1O	-13.8	-2.6	6.3	15.4	99.0	-17.9	-7.0	?	0.4	-1.2
COc1ccc(OC)c(C(=O)NC(CC(N)=O)c2ccc(N3CCC(N4CCCCC4)CC3)c([N+](=O)[O-])c2)c1 (stereo unspecified)	4.0	-2.3	9.4	7.2	92.0	12.4	-10.5	2.5	-0.2	-0.8
Cc1ccc(-n2ncc3c(=O)n(CC(=O)N4CCCCCC4)cnc32)cc1	1.5	-4.0	1.8	-1.1	119.0	23.0	.	-1.8	-0.4	1.2
Cc1ccc(S(=O)(=O)NN(Cc2ccccc2)Cc2ccccc2)cc1	-0.1	0.0	3.7	9.1	98.0	14.5	-6.7	1.2	-0.1	8.8*
OCCNc1ncnc2c1ncn2[C@H]1CN(Cc2ccc(Cl)cc2)C[C@@H](CO)O1	2.7	10.2	-1.6	-8.9	96.0	.	-8.9	1.6	-0.4	0.5
O=[N+]([O-])c1ccc(SCc2ccco2)cc1N1CCOCC1	15.5	-2.8	-5.0	-1.6	93.0	4.8	7.6	-1.2	0.6	-0.8
COc1ccc2c(C)cc(SCC(=O)NC3CCCCC3)nc2c1	9.3	-2.5	1.1	-1.2	91.0	-31.3	-5.3	-3.5	0.1	1.8
COCCNc1nc(N)c([N+](=O)[O-])c(N2CCCCCC2)n1	20.4	1.1	-5.6	-4.5	99.0	-0.3	-17.6	2.9	0.0	-2.1
CNC(=O)/C(C#N)=C/c1c(N2CCN(c3ccc(OC)cc3)CC2)nc2c(C)cccn2c1=O	0.1	-10.3	9.9	11.3	97.0	2.1	-19.3	-0.9	0.0	2.0
Oc1cccc(Nc2nc(-c3ccccc3Cl)nc3ccccc23)c1	-7.2	-3.6	-5.1	13.3	86.0	.	-5.2	4.5	0.0	-1.4
CC(C)c1ccc(C(=O)N2CCOCC2c2cc(C(=O)Nc3ccccc3)no2)cc1 (stereo unspecified)	-1.1	10.7	-4.1	-9.2	94.0	1.7	-4.4	0.2	0.0	0.7
c1ccn2cc(CSc3nnc4ccccn34)nc2c1	1.0	6.9	3.7	2.2	97.0	-3.7	-8.2	-4.8	-0.1	-0.6
Cc1ccc(NC(=O)CN(C)C(=O)c2cc(C)on2)cc1	9.1	-0.1	-7.7	1.3	98.0	-0.5	-1.6	1.8	0.2	-0.4
CCCC(C)C(=O)Nc1ccc(Cl)cc1Cl (stereo unspecified)	12.0	-0.7	1.0	1.2	99.0	-7.4	-1.0	-2.2	-0.3	0.6
Cc1ccc(NC(=O)Cn2cc(C=O)c3ccccc32)cc1C	-3.3	0.6	-3.6	-7.9	89.0	14.3	-1.0	-2.7	1.7	-0.2
O=C(Cn1cc2c(n1)CCCC2)NCCCN1CCCC1	-0.3	.	-2.5	13.5	98.0	-10.4	-3.9	0.6	-0.1	-2.3
Next section:
SMILES	MC4R antagonist	PDI turbidity	m5-HT2A agonist	Cardio protect	ABCB6 inh 2	Vif imaging	CaV13 FRET inh	Glyco luc inh	aDG glyco up	MC4R barr agon
CCC(C)C(NC(=O)OCc1ccccc1)C(=O)OCN1C(=O)c2ccccc2C1=O (stereo unspecified)	3.4	7.6	0.6	-3.4	93.0	0.5	-5.3	4.1	0.0	0.1
OCC1CCCN(C(=S)Nc2ccc(Nc3ccccc3)cc2)C1 (stereo unspecified)	-0.5	10.0	-4.0	-4.6	94.0	5.7	11.5	0.0	0.7	0.8
Cc1cccc(OCC(O)CN2CCNCC2)c1 (stereo unspecified)	15.3	-6.0	0.7	6.4	101.0	-0.4	17.2	3.3	-0.2	-0.1
CCCc1nnc(NC(=O)CS(=O)(=O)c2ccc(C)cc2)s1	10.8	13.6	1.4	10.3	98.0	-3.2	-2.7	0.7	-0.1	0.2
O=C(CN1C(=O)C2CC=CCC2C1=O)OCc1cc(=O)n2cc(Br)ccc2n1 (stereo unspecified)	-2.2	4.5	-2.7	-1.4	96.0	5.3	.	0.3	-0.2	-0.3
CC(C)n1c(=S)[nH]c2c1c(=O)[nH]c(=O)n2C	0.7	8.2	5.9	9.1	100.0	4.2	-3.6	0.8	-0.3	-1.6
COc1ccc(/C=N/Nc2nc(N)cc(Cl)n2)cc1OC	-3.8	-5.3	-6.5	40.9	83.0	-3.0	1.7	1.9	-0.4	-1.5
CN(C)S(=O)(=O)c1cccc(C(=O)NC(=S)N(CCC#N)Cc2cccnc2)c1	-8.5	-3.6	0.6	-0.8	95.0	-0.1	-3.3	-1.7	-0.5	-1.2
